CHX counter – counter-screen for Shiga toxin inhibitors: cycloheximide protein synthesis inhibition; cell reporter, cycloheximide protein synthesis inhibition counterscreen; max response, %; 300,000 tested, 12% active; AID 2314; in the data active means max response mostly above about 13%, no sharp cut-off; inactive means mostly below about 14%; further: read at 38.3 µM for the half of the compounds with a filed dose; 0% is about no effect
AmpC detergent – AmpC beta-lactamase inhibition with detergent present. P00811. AmpC hydrolysis of nitrocefin, absorbance 480 nm, 0.01% Triton. Potency, µM (top dose mostly 114 µM), for the others: at the top dose activity change, negative = inhibition, actives largely listed as inhibitors. 370,000 tested, 0.041% active. AID 485294;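 further: potency means the concentration at half of the fitted maximal effect; 0% = no-compound wells and -100% = no-enzyme wells; nearly all actives have a fitted effect of over 25% in size; some results filed as inactive show a strong effect at the top dose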
Target sequence (P00811 whole entry, looked up): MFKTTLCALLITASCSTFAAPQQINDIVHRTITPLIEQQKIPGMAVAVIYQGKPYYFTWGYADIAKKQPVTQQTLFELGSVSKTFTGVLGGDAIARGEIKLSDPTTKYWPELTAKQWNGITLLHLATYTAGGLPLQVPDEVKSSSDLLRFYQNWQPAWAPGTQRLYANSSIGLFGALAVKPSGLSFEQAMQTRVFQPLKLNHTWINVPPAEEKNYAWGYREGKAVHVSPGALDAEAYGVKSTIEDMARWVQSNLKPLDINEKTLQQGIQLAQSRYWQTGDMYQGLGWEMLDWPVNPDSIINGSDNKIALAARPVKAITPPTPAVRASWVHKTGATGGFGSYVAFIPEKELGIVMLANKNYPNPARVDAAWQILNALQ
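AmpC (5.3 nM in the dispensed reagent) in 20 mM phosphate pH 7.0 with 0.01% (detergent screen) or 0.0001% Triton X-100 was preincubated with compounds for 15 min at room temperature. Nitrocefin was then added from an 800 uM solution, and hydrolysis was followed at 480 nm.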
AmpC inh no detg – AmpC beta-lactamase inhibition without detergent; Potency, µM (doses to about 57.1 µM), without a hit: at the top dose activity change, negative = inhibition, actives largely listed as inhibitors; 330,000 tested, 0.52% active; AmpC nitrocefin hydrolysis, absorbance 480 nm, 0.0001% Triton;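 further: potency means the concentration at half of the fitted maximal effect; plate controls were no compound for no effect and no enzyme for full effect; nearly all actives have a fitted effect of over 20% in size; some results filed as inactive show a strong effect at the top dose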
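20 mM phosphate pH 7.0 + 0.01% (detergent screen) or 0.0001% Triton X-100; 5.3 nM AmpC reagent; cpd preinc 15 min RT; nitrocefin (800 uM stock) to start; A480 q20 s × 4 min; Activity was normalised to no-enzyme and no-compound control wells.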
HCMV inh – blocks human cytomegalovirus replication; activity change, negative = inhibition, % at 57.5 µM; 410,000 tested, 4.5% active; AID 1259415; HFF cells, HCMV-luciferase reporter, 72 h; hits give low values; in the data active means activity change below about -60%; inconclusive means no clear call, values can overlap the other calls; inactive means above about -39%; further: on the % scale 0 is the no-effect control and ±100 the full control effect
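After 16 h attachment at 37C, HFF cells received test compound and HCMV-luciferase (1 PFU/cell); reporter luminescence read 72 h later, data normalized against buffer-only and known inhibitor Salinomycin.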
AMA1 RON2 block – AMA1-RON2 (P. falciparum) interaction inhibition; AlphaScreen AMA1-biotinylated RON2 peptide binding; Potency, µM (top dose mostly 58.2 µM), inactives show at the highest dose activity change, negative = inhibition, hits mostly inhibitors; 360,000 tested, 0.2% active;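 further: potency means the concentration at half of the fitted maximal effect; 0% = vehicle wells and -100% = peptide control; nearly all actives have a fitted effect of over 45% in size; some results filed as inactive show a strong effect at the top dose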
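AMA1 (3D7) with his tag at 25 nM final met compounds first, then biotinylated RON2 peptide at 25 nM; detection used donor plus acceptor beads, 10 µg/mL apiece, read by AlphaScreen after 30 min at room temperature.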
Shiga toxin inh – inhibitors of Shiga toxin in Vero cells. AID 2315. Vero cells, Shiga toxin protein synthesis inhibition reporter. 290,000 tested, 9.2% active. inhibition, % at 38.7 µM; in the data active means inhibition mostly above about 28%, no sharp cut-off; inactive means mostly below about 43%; further: 0% is about no effect
FBPA Giardia inh – blocks Giardia fructose-bisphosphate aldolase activity. 290,000 tested, 0.71% active. Potency, µM (series often up to 59.6 µM), without a hit: at the highest dose activity, negative = inhibition, actives largely listed as inhibitors. A8B2U2. purified Giardia FBPA; further: potency means the concentration at half of the fitted maximal effect; on the % scale 0 is the no-effect control and ±100 the full control effect; nearly all actives have a fitted effect of over 55% in size
Target sequence (A8B2U2 whole entry, looked up): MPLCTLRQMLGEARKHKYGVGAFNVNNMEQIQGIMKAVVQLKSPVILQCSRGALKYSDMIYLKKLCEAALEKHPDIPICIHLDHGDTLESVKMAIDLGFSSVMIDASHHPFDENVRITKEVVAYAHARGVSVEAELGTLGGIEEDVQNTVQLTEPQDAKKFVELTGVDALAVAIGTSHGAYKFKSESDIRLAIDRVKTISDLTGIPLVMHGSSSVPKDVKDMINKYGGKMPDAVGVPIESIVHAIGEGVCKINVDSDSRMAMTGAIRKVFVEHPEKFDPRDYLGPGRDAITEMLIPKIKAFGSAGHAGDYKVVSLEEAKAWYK
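40 nM FBPA preincubated 10 min at RT with compound (up to 57.5 uM final), then substrate plus GAPDH/TPI/NAD/arsenate coupling and diaphorase/resazurin added. Fluorescence read after 20 min at RT, 525/598 nm.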
Active calls of the source: *; ? = inconclusive; / = no result given; + = active, no number; [ ] = another dose, or the depositor's remark. Unless noted, the call rests on the fitted dose curve; in most records, active means well fitted curve in the direction sought with a large enough effect; inconclusive means small, poorly fitted or top-dose-only effect, or another doubt; inactive means no such curve, though single readings can be large; an effect the other way counts as inactive or inconclusive.

SMILES	CHX counter	AmpC detergent	AmpC inh no detg	HCMV inh	AMA1 RON2 block	Shiga toxin inh	FBPA Giardia inh
CS(=O)(=O)N(CC(=O)NCCSCc1ccccc1)c1ccccc1Cl	-1	?	4%	8	-1%	-6	9%
COc1ccc(NC(=O)NCCCN2CCCCC2C)cc1 (stereo unspecified)	-4	5%	-19%	29	48%[activator]	-4	-4%
O=S(=O)(Nc1ncnc2sccc12)c1cccc(F)c1	/	/	-26%	30	-4%	/	/
COc1ccc(C2(C(F)(F)F)NC(=O)N(C)C(=O)N2C)cc1 (stereo unspecified)	2	-13%	-15%	-27	0%	-3	7%
COc1cc(C(=S)N2CCOCC2)ccc1OC(=O)c1ccc([N+](=O)[O-])cc1[N+](=O)[O-]	6	-14%	8%	-25	-20%	-3	-22%
COCCCNC(=O)/C=C/c1ccc(OCc2c(F)cccc2Cl)cc1	-8	3%	144%[activator]	-40	14%	24	1%
CCC1(C)Cc2ccccc2-c2nc(NCCCO)n(-c3ccccc3)c(=O)c21 (stereo unspecified)	-1	-9%	192%[activator]	-15	5%	-9	2%
CC(=O)Oc1ccc2c(=O)c(-c3ccccc3)c(C)oc2c1	9	?	0%	20	6%	1	-1%
Cc1ccc(NC(=S)N/N=C/c2c(C)[nH]c3ccccc23)cc1	23*	16%	-44%	?	28%	80*	-3%
CCOC(=O)[C@]1(C#N)[C@@H]2C=CC(C(N)=O)=CN2[C@@H](C(N)=O)[C@@H]1c1ccc(F)cc1	-1	-1%	-14%	-28	69%[activator]	-4	?
c1ccc2c(-c3nn[nH]n3)cccc2c1	-1	?	0%	14	2%	-13	5%
CCOc1ccc(NC(=O)c2ccccc2O)cc1	12*	3%	-11%	15	-3%	11	4%
O=C(COC(=O)c1ccc(F)cc1F)Nc1ncccn1	2	-3%	-8%	-30	-2%	31	-16%
COCc1ccc(C(=O)N2CCCC(Nc3ccc(C(C)C)cc3)C2)s1 (stereo unspecified)	0	-10%	-13%	30	-15%	10	-5%
CCOc1ccccc1N1CCN(C(=O)NCc2ccc(Cl)cc2)CC1	-4	?	104%[activator]	-35	-14%	-1	-3%
Cc1ccc(C)c(NC(=O)CSc2nnc(CCNC(=O)OC(C)(C)C)o2)c1	-7	?	4%	9	38%[activator]	-11	2%
COc1ccc(OCC(=O)Nc2ccccc2N2CCCCC2)cc1	-3	-1%	-2%	6	6%	-4	/
CCc1noc(C)c1C(=O)Nc1ccc(C#N)cc1	/	?	-14%	-6	0%	/	/
Cc1cccc(N2C(=O)CC(Sc3ccccc3C(=O)O)C2=O)c1 (stereo unspecified)	-5	-5%	-31%	-35	0%	-9	10%
CCOC(=O)[C@@H]1[C@H]2COc3ccccc3[C@@H]2N2C(=O)N(c3cccc(Cl)c3)C(=O)[C@@]12C	-1	-3%	24%	-5	-2%	17	8%
O=C(NC(=S)NCCN1CCOCC1)c1ccccc1	12	14%	0%	57	16%	43	-10%
O=C(CC(c1ccccc1)c1cc(Br)ccc1O)N1CCCC1 (stereo unspecified)	4	-1%	-5%[2.29 µM]	-25	1%	3	4%
Clc1cc(-c2ccc(/C=N/n3cnnc3)o2)ccc1Br	-4	3%	-25%	-21	-6%	-16	2%
COC(=O)c1c(NC(=O)CN2C(=O)NC3(CCC(C)CC3)C2=O)sc2c1CCC2 (stereo unspecified)	/	2%	-24%	-12	17%	/	/
Cc1cc(C)cc(C(=O)OCC(=O)NCCNC(=O)COC(=O)c2cc(C)cc(C)c2)c1	19	8%	-18%	-21	7%	22	/
COc1ccc(C(=O)Cn2c(NCCO)nc3ccccc32)cc1OC	-2	?	-2%	-24	-3%	14	0%
O=C(Nc1cccc(-c2csc(-c3ccccc3)n2)c1)c1cccs1	7	0%	-46%	-27	3%	19	0%
CC(C)(C)c1ccc(C(=O)OCC(=O)N2CCC(c3ccccc3)=N2)cc1	/	-12%	-2%	0	0%	/	/
Cn1cc(C(=O)c2ccc(Cl)cc2Cl)cc1C(=O)N/N=C(\N)COc1ccc(F)cc1	9	-1%	-41%	-4	96%[activator]	-4	23%
O=C(N/N=C1/CC2C=CCC12)c1ccco1 (stereo unspecified)	72*	0%	-14%	3	45%[activator]	81*	-2%
O=C(c1ccccc1)c1cccc(NC(=O)c2ccc(Br)o2)c1	39*	1%	-24%	?	-25%	95	-2%
Cc1ccc(C)c(Nc2nc(-c3cccnc3)cs2)c1	24*	-2%	-21%	-21	-1%	111*	4%
Cc1cccc(C)c1NC(=O)c1cccnc1	0	-18%	-10%	-12	-9%	/	7%
FC(F)(F)c1ccc2c(c1)C1C=CCC1C(c1ccncc1)N2 (stereo unspecified)	1	-4%	-35%	21	4%	-8	-23%
NNC(=O)C1CC1(c1ccccc1)c1ccccc1 (stereo unspecified)	16	-4%	-32%	7	16%	-1	-2%
Cc1[nH]n(-c2ccccc2)c(=O)c1C(=O)Nc1ccccc1	16*	?	-8%	-15	-11%	31	-10%
Cc1ccc(S(=O)(=O)N(C)C)cc1NC(=S)NNC(=O)C1CC1	6	13%	-10%	60	97%[activator]	13	17%
O=C(O)c1ccc(N2CCCS2(=O)=O)cc1	7	?	-6%	54	-4%	-3	-2%
O=C1[C@H]2[C@@H](C(=O)N1c1cccc3ccccc13)C1(C(=O)c3ccccc3C1=O)N1CCC[C@@H]21	-4	-11%	21%	53	2%	-9	-16%
Cc1cccc(N(C(=O)CCC(=O)Nc2cc(C)on2)C(C(=O)NC2CCCC2)c2cccnc2)c1 (stereo unspecified)	-5	1%	34%	?	2%	9	/
CCN(C[C@H]1N[C@@](Cc2ccccc2)(C(=O)OC)[C@H]2C(=O)N(C)C(=O)[C@@H]12)C(=O)Nc1ccccc1	/	/	-5%	40	2%	/	/
COC(=O)C(C)Sc1nc2c(cnn2-c2ccc(Cl)cc2)c(=O)[nH]1 (stereo unspecified)	-2	3%	-21%	-21	8%	13	-25%
C=CCn1c(SCC(=O)N2CCCC2=O)nc2sc(CC)cc2c1=O	/	7%	3%	-19	1%[11.6 µM]	/	/
Cc1cc2cc(CNC(=O)c3ccc(S(=O)(=O)N4CCCCC4)cc3)ccc2n1C	9	1%	0%	17	10%	17	-29%
N#C/C(=C\c1cc([N+](=O)[O-])c(N2CCOCC2)cc1N1CCOCC1)c1nc2ccccc2[nH]1	0	0%	61%[activator]	-29	6%	-1	-7%
Cc1cccc(NC(=O)CCSc2ccccc2)c1C	12*	-2%	-3%[2.29 µM]	-2	14%	19	4%
Nc1ccccc1Nc1cc(-c2cccc(Cl)c2)nn1-c1ccccc1	20*	-15%	-26%	12	?	+	0%
CCSc1nnc(NC(=O)C2C3C=CC(C3)C2C(=O)O)s1 (stereo unspecified)	-1	-1%	-18%	9	5%	-8	4%
COc1ccc(/C(N)=N/O)c(OC)c1	-4	6%	-21%	-13	6%	-20	3%
Cc1nnc(Sc2cc(C(=O)NCCCN(C)Cc3ccccc3)c3ccccc3n2)s1	-2	2%	41%	-23	16%	-2	2%

Later entries
SMILES	CHX counter	AmpC detergent	AmpC inh no detg	HCMV inh	AMA1 RON2 block	Shiga toxin inh	FBPA Giardia inh
O=S1(=O)CCC(NC(=S)NCCNC(=S)NC2CCS(=O)(=O)C2)C1 (stereo unspecified)	-5	-14%	-15%	-30	-4%	-4	?
CCOC(=O)C(C)N1C(=O)S/C(=C\c2ccc(-c3ccccc3C(=O)O)o2)C1=O (stereo unspecified)	1	-8%	-31%	18	-6%	-2	-8%
Fc1ccc2cc(CCO[C@H]3CCCCO3)ncc2c1	/	/	-6%	60	3%	/	/
COc1ccc(C(=O)NCc2nnc(SCC(=O)Nc3cccc(C(F)(F)F)c3)o2)cc1OC	-3	-2%	1%	30	-9%	-5	-1%
COc1ccc(S(=O)(=O)NCCC(=O)N2CCCN(C)CC2)cc1	/	-1%	-14%	-5	-5%	/	/
O=c1oc(-c2ccccc2NS(=O)(=O)c2ccc3ccccc3c2)nc2ccccc12	-4	?	-25%	-32	0%	-10	10%
CC1=NN(c2ccc(C)c(C)c2)C(=O)/C1=C/c1ccc2c(c1)n(C)c(=O)n2C	1	-9%	-16%	-5	-4%	-9	-7%
Cc1ccc(C)c(OCC(=O)NNC(=O)c2ccc(NC(=O)C3CC3)cc2)c1	1	-13%	-30%	-23	99%[activator]	-2	/
Cc1onc(-c2ccccc2Cl)c1C(=O)OCC(=O)N1CCCc2ccccc21	0	-9%	-2%	-13	1%	12	-11%
COCCNC(=O)CN(C(=O)Cn1nnc2ccccc21)c1cccc(C)c1C	-3	?	-6%	3	26%	-7	0%
Cc1ccc(-n2ncc3c2CCCC3NC(=O)CCc2cnn(C)c2)cc1C (stereo unspecified)	6	1%	44%	-40	6%	11	/
COc1ccc(C(=O)N2CCCC(C(=O)O)C2)c2ccccc12 (stereo unspecified)	-1	-5%	-9%	-28	1%	-9	-7%
CCn1c(-c2ccccc2Cl)nn(CC(=O)Nc2ccccc2C)c1=S	-2	1%	-5%	56	-5%	-3	-1%
COC(=O)Cc1ccc(NC(=O)c2ccc(NC(=O)c3ccco3)cc2)cc1	8	4%	-17%	-83*	-4%	25	0%
O=C(/C=C/c1cccc(C(F)(F)F)c1)N1CCN(c2ccccn2)CC1	3	0%	43%	-32	1%	-29	/
c1ccc(C(c2ccccc2)N2CCN(C(c3ccccn3)c3nnnn3C3CCCC3)CC2)cc1 (stereo unspecified)	-5	5%	-1%	/	1%	18	1%
O=C(NC(=S)NNC(=O)c1cccs1)c1ccccc1	11*	1%	-28%	333	139%[activator]	33	/
Cc1cc(C)nc(SCc2ccc(C(=O)N/N=C/C3CCCCC3)cc2)n1	-1	-3%	-29%	-12	12%	12	0%
COc1ccc(S(=O)(=O)N2CCC(NC(=O)C(Cc3cccc(OC)c3OC)NC(C)=O)CC2)cc1 (stereo unspecified)	-2	1%	0%	?	-12%	-3	0%
CN1CCN(C(c2ccc(F)cc2)c2nnnn2Cc2cccs2)CC1 (stereo unspecified)	-6	-7%	-14%	-17	-13%	-8	1%

Part of the list above in a different format.
Compound | CHX counter | AmpC detergent | AmpC inh no detg | HCMV inh | AMA1 RON2 block | Shiga toxin inh | FBPA Giardia inh
c1ccc(C(c2ccccc2)N2CCN(C(c3ccccn3)c3nnnn3C3CCCC3)CC2)cc1 (stereo unspecified) | -5 | 5% | -1% | / | 1% | 18 | 1%
CCn1c(-c2ccccc2Cl)nn(CC(=O)Nc2ccccc2C)c1=S | -2 | 1% | -5% | 56 | -5% | -3 | -1%
COc1ccc(C(=O)N2CCCC(C(=O)O)C2)c2ccccc12 (stereo unspecified) | -1 | -5% | -9% | -28 | 1% | -9 | -7%
COc1ccc(S(=O)(=O)N2CCC(NC(=O)C(Cc3cccc(OC)c3OC)NC(C)=O)CC2)cc1 (stereo unspecified) | -2 | 1% | 0% | ? | -12% | -3 | 0%
COC(=O)Cc1ccc(NC(=O)c2ccc(NC(=O)c3ccco3)cc2)cc1 | 8 | 4% | -17% | -83* | -4% | 25 | 0%
